High-throughput results (PubChem BioAssay)
RORa activator: activators of orphan receptor RORA, primary screen, cell-based, luminescence; CHO-K1 Gal4-RORA LBD luciferase reporter; percent increase over mock-subtracted basal signal; activation, % at 10 µM; 65,000 tested, 1.5% active; AID 560, 2006;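 active = activation above the mean of all tested compounds plus 3 SD, cut at about 49% in these data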;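 note: 0% = DMSO-treated RORA cells and 100% = added signal equal to DMSO minus mock-transfected cells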
Fluor 339 460: intrinsic fluorescence of library compounds, ex339/em460 – biochemical, MLSMR library, data from DPM-DC assay, artefact control, profiling panel; compound autofluorescence, ex339/em460 nm, NADH buffer; hits give high values; 1 = no-compound wells, NADH background; fluorescence fold increase at 10 µM; 65,000 tested, 5.5% active; AID 709, 2007;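 active = at 10 µM, mean starting fluorescence two-fold or more over control wells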;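 note: signal is the first read of a kinetic run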
M1 antag: antagonists of rat M1 muscarinic receptor. Muscarinic acetylcholine receptor M1 (Rattus norvegicus), P08482. CHO-M1 cells, Fluo-4 calcium, ACh EC80 antagonist mode; hits give low values. B-score at 10 µM. 64,000 tested, 3.4% active. AID 628, 2007;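 active = calcium fluorescence response, raw or row-and-column corrected B-score, differing from the plate sample mean either way at a set confidence level, mostly lower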
Target sequence (P08482 whole entry, looked up): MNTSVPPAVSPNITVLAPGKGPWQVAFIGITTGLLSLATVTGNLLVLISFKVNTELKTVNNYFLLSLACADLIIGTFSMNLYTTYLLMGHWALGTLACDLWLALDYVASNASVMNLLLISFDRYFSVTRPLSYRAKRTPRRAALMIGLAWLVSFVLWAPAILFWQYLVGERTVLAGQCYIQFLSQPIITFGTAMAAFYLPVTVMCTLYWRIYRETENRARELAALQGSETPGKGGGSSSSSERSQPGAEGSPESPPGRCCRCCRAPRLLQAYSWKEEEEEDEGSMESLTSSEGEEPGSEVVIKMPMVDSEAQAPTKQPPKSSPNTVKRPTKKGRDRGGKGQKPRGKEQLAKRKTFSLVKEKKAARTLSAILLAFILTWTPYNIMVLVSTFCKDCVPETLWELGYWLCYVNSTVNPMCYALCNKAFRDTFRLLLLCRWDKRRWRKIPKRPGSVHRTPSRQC
Ecoli tolC: growth inhibitors of E. coli tolC mutant, primary screen, strain BW25113 ΔtolC::kan, 384-well; 65,000 tested, 2.2% active; OD615; growth inhibition, % at 10 µM (by protocol); AID 573, 2007;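 active = growth inhibition at or above a cutoff equal to the mean over every tested compound plus 3 SD, cut at about 60% in these data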;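 note: growth measured after 20 h incubation at 37 °C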
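Test system – E. coli BW25113 ΔtolC::kan, tolC deletion mutant strain · Detection – OD at 615 nm · Buffer or medium – LB with kanamycin 50 µg/mL · Times – 20 h compound exposure of bacteria at 37 °C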
SF1 activator: activators of human SF-1, primary screen, cell-based, CHO-K1, Gal4-SF-1 LBD, luciferase luminescence. activation, % at 10 µM. Steroidogenic factor 1 (Homo sapiens), Q13285. AID 522, 2006. CHO-K1 Gal4-SF-1 LBD luciferase reporter; % increase over DMSO SF-1-specific signal. 65,000 tested, 1.9% active;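 active = activation above the mean activation of all tested compounds plus 3 SD, cut at about 50% in these data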
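Assay system: CHO-K1 cells co-transfected with Gal4 DBD–human SF-1 LBD, 5xGal4 luciferase reporter; doses: 10 µM only; incubation: 20 h compound exposure at 37 °C after 1 h cell settling; signal: luciferase light emission; evaluation: percent activation versus DMSO; repeats: one test per compound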
TNAP act mid DEA: human TNAP enzyme activators, primary screen, biochemical, luminescent, intermediate phosphate acceptor level; Alkaline phosphatase, tissue-nonspecific isozyme (Homo sapiens), P05186; purified TNAP, CDP-star luminescence, 100 mM DEA, 30 min; hits give high values; scale: 0 levamisole-inhibited, 1 vehicle-only enzyme; activation factor at 20 µM; 64,000 tested, under 10 active;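 active = activation factor of at least 2 at 20 µM, relative to controls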
Target sequence (P05186 whole entry, looked up): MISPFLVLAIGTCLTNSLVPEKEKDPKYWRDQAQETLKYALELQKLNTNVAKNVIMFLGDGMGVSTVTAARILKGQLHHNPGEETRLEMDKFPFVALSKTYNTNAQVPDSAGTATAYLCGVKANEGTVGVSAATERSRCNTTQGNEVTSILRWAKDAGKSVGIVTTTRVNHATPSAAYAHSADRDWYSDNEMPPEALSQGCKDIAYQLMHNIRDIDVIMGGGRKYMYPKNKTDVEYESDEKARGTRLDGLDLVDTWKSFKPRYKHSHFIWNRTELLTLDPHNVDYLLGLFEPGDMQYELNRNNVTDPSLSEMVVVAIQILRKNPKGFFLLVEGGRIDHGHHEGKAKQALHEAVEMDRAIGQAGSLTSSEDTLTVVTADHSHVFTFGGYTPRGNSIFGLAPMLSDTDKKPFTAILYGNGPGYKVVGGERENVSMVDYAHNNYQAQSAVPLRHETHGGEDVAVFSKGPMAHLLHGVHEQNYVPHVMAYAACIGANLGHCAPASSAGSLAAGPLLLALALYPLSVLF
Ec RNAP inh: E. coli RNAP inhibitors, biochemical; DNA-directed RNA polymerase subunit beta (Escherichia coli (strain K12)), P0A8V2; E. coli RNA polymerase, fluorescence transcription assay; inhibition, %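 (tested at 10 µM)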; 62,000 tested, 0.2% active; AID 559, 2006; in the data active = inhibition above about 20%;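 note: 0% = enzyme without compound and 100% = no enzyme blank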
M1 agonist: M1 muscarinic receptor agonists, primary screen, CHO-M1 cells, Fluo-4 calcium, agonist mode; B-score at 10 µM; Muscarinic acetylcholine receptor M1; Fluo-4 calcium fluorescence; hits give high values; AID 626, 2007; 64,000 tested, 3% active;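 active = fluorescence rise, raw or as B-score row- and column-corrected plate score, outside the 99.7% band of its plate's samples, either direction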
NADH enzymes: inhibitors of PK/LDH coupling enzymes, profiling panel, artefact control, biochemical, MLSMR library | 65,000 tested, 0.02% active | coupled PK/LDH NADH assays, four targets | IC50, µM (doses to about 10 µM), inactives show at the highest dose inhibition;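 active = single-dose screening hits from any of four coupled enzyme assays that gave an IC50 when retested across doses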;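 note: the DPM-DC format reads NADH fluorescence rather than 340 nm absorbance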
Active calls of the source: *; [ ] = dose if it differs, or a comment.

CC1Oc2ccccc2N(CC(=O)Nc2ccc3c(c2)OCO3)C1=O (stereo not drawn) was read as RORa activator 14, Fluor 339 460 1.1, M1 antag 0.024, Ecoli tolC -18, SF1 activator -16, TNAP act mid DEA 0.9, Ec RNAP inh 5, M1 agonist -0.31 and NADH enzymes 5%.
Cn1c(=O)[nH]c(=O)c2c1nc(Br)n2CCCO was read as RORa activator -17, Fluor 339 460 1.1, M1 antag 0.2, Ecoli tolC 8, SF1 activator -14, TNAP act mid DEA 0.9, Ec RNAP inh 10, M1 agonist -0.2 and NADH enzymes 7%.
Screening O=C1NC(Cc2c[nH]c3ccccc23)C(=O)N1CCOc1ccc(F)cc1 (stereo not drawn) returned RORa activator 0, Fluor 339 460 1.1, M1 antag 0.13, Ecoli tolC 14, SF1 activator -4, TNAP act mid DEA 0.9, Ec RNAP inh 1, M1 agonist -0.52 and NADH enzymes 3%.
Screening Cc1ccn2cc(CNS(=O)(=O)c3ccc4c(c3)OCCO4)nc2c1 returned RORa activator -1, Fluor 339 460 1.1, M1 antag -0.77, Ecoli tolC -1, SF1 activator -4, TNAP act mid DEA 0.9, Ec RNAP inh 2, M1 agonist 1.6 and NADH enzymes 2%.
`COc1ccc(NS(=O)(=O)c2c(C)n(C)c(=O)n(C)c2=O)cc1OC` gave RORa activator -8, Fluor 339 460 0.99, M1 antag -1.7, Ecoli tolC 4, SF1 activator 0, TNAP act mid DEA 0.9, Ec RNAP inh 4, M1 agonist -0.34 and NADH enzymes 3%.
C#CCOc1nc(OCC#C)nc(OCC#C)n1 was read as RORa activator -10, Fluor 339 460 1.1, M1 antag 0.11, Ecoli tolC 2, SF1 activator -1, TNAP act mid DEA 0.9, Ec RNAP inh 6, M1 agonist -0.089 and NADH enzymes 4%.
`C=CCN1CC(O)=C(c2ccccc2)C1=N` gave RORa activator -12, Fluor 339 460 1.1, M1 antag 0.0029, Ecoli tolC -12, SF1 activator 6, TNAP act mid DEA 0.9, Ec RNAP inh 6, M1 agonist -1.1 and NADH enzymes 3%.
Screening COc1cccc2cc(C(=O)NCC3CCCO3)c(=O)oc12 (stereo not drawn) returned RORa activator -8, Fluor 339 460 1.4, M1 antag 1.2, Ecoli tolC -8, SF1 activator -2, TNAP act mid DEA 0.9, Ec RNAP inh 2, M1 agonist 0.46 and NADH enzymes 12%.
Screening CCOc1ccc(C(=O)NCC(C)CN(C)C)cc1OCC (stereo not drawn) returned RORa activator 9, Fluor 339 460 1.1, M1 antag -0.22, Ecoli tolC -11, SF1 activator -5, TNAP act mid DEA 1, Ec RNAP inh 4, M1 agonist 0.057 and NADH enzymes 1%.
`COc1ccc(OC)c(-n2c(SCC(=O)N3CCc4ccccc43)nc3c(c2=O)SCC3)c1` gave RORa activator -6, Fluor 339 460 1.1, M1 antag 0.19, Ecoli tolC 2, SF1 activator 8, TNAP act mid DEA 0.9, Ec RNAP inh -1, M1 agonist -0.38 and NADH enzymes 4%.
`COc1ccc2cc3cc(C(=O)NCCN4CCN(c5ccccc5F)CC4)oc3nc2c1` gave RORa activator 23, Fluor 339 460 5.1*, M1 antag -0.69, Ecoli tolC 52, SF1 activator -2, TNAP act mid DEA 0.9, Ec RNAP inh -21, M1 agonist 0.34 and NADH enzymes 9%[fluoresces].
`Nc1cc(=O)[nH]c(SCc2nnc(-c3ccccc3)o2)n1` gave RORa activator 5, Fluor 339 460 1.1, M1 antag 0.18, Ecoli tolC 3, SF1 activator 6, TNAP act mid DEA 0.9, Ec RNAP inh -1, M1 agonist -0.51 and NADH enzymes 6%.
Screening COc1ccc(C(=O)OCC(=O)c2cc(OC)ccc2OC)c(OC)c1 returned RORa activator 9, Fluor 339 460 1.1, M1 antag -1.4, Ecoli tolC 29, SF1 activator 5, TNAP act mid DEA 1, Ec RNAP inh 7, M1 agonist -2.2 and NADH enzymes 3%.
CCOCc1cc(C2NC(=O)NC(C)=C2C(=O)OCC)ccc1OC (stereo not drawn) was read as RORa activator -16, Fluor 339 460 1.1, M1 antag 0.12, Ecoli tolC -1, SF1 activator 1, TNAP act mid DEA 1, M1 agonist -0.65 and NADH enzymes 0%.
Cc1ccc(C)c(S(=O)(=O)NC(CCC(N)=O)C(=O)O)c1 (stereo not drawn) was read as RORa activator 26, Fluor 339 460 1.1, M1 antag -0.044, Ecoli tolC -5, SF1 activator -14, TNAP act mid DEA 0.9, Ec RNAP inh 2, M1 agonist -0.25 and NADH enzymes 5%.
Screening Cc1nc(/C=[N+](\[O-])C(C)(C)/C=N/O)n(O)c1C returned RORa activator -13, Fluor 339 460 0.97, M1 antag 0.12, Ecoli tolC -19, SF1 activator -3, TNAP act mid DEA 1, Ec RNAP inh 8, M1 agonist -0.09 and NADH enzymes 16%.
Screening COC(=O)c1[nH]c2cc(OC)c(OC)cc2c1NC(=O)c1cccc(OC)c1 returned RORa activator 11, Fluor 339 460 1.1, M1 antag -1.2, Ecoli tolC 12, SF1 activator 21, TNAP act mid DEA 1, Ec RNAP inh 1, M1 agonist 1.6 and NADH enzymes 9%.
For CN1CCN(c2nc(-c3ccccc3)nc3c2oc2ccccc23)CC1 the results were RORa activator 23, Fluor 339 460 1.2, M1 antag -0.18, Ecoli tolC 27, SF1 activator -5, TNAP act mid DEA 0.9, Ec RNAP inh 10, M1 agonist 8.1 and NADH enzymes 9%.
Screening COc1ccc(C/C(O)=C(\C#N)c2nc3ccccc3[nH]2)cc1OC returned RORa activator 7, Fluor 339 460 1, M1 antag 0.039, Ecoli tolC 5, SF1 activator 7, TNAP act mid DEA 0.9, Ec RNAP inh 5, M1 agonist -0.78 and NADH enzymes 6%.
Screening O=C(c1ccco1)N1CCN(C(=O)c2sccc2-c2ccccc2)CC1 returned RORa activator 3, Fluor 339 460 1.1, M1 antag 0.17, Ecoli tolC -1, SF1 activator 2, TNAP act mid DEA 0.9, Ec RNAP inh 6, M1 agonist 0.0032 and NADH enzymes 4%.
CCc1[nH]nc2c1C1(CCOC1C)C(C#N)=C(N)O2 (stereo not drawn) was read as RORa activator 0, Fluor 339 460 1.1, M1 antag 0.21, Ecoli tolC -11, SF1 activator 12, TNAP act mid DEA 1, Ec RNAP inh 7, M1 agonist -0.093 and NADH enzymes 5%.
For CCN(CC)CCN1C(=O)c2oc3ccccc3c(=O)c2C1c1ccc(F)cc1 (stereo not drawn) the results were RORa activator 4, Fluor 339 460 1.1, M1 antag 0.2, Ecoli tolC -9, SF1 activator -1, TNAP act mid DEA 1, Ec RNAP inh 10, M1 agonist -0.84 and NADH enzymes 3%.
COc1ccc(OC(C)C(=O)N2CC(C)OC(C)C2)cc1 (stereo not drawn) was read as RORa activator 3, Fluor 339 460 1.1, M1 antag -0.39, Ecoli tolC -10, SF1 activator 9, TNAP act mid DEA 1, Ec RNAP inh 8, M1 agonist 0.39 and NADH enzymes 5%.
Screening O=C(NCCc1cn2ccsc2n1)C1CCCCC1 returned RORa activator -9, Fluor 339 460 1.1, M1 antag 0.34, Ecoli tolC -9, SF1 activator 1, TNAP act mid DEA 0.9, Ec RNAP inh 7, M1 agonist 0.02 and NADH enzymes 4%.
For Cc1cc(C(=O)CN2C(=O)c3ccccc3C2=O)c(C)n1C1CC1 the results were RORa activator 14, Fluor 339 460 0.99, M1 antag 0.41, Ecoli tolC 0, SF1 activator 56*, TNAP act mid DEA 0.9, Ec RNAP inh 5, M1 agonist 0.13 and NADH enzymes 10%.
`Cc1nc2ncnn2c(Nc2ccc3c(c2)OCO3)c1Cc1ccccc1` gave RORa activator -16, Fluor 339 460 1.1, M1 antag 1.3, Ecoli tolC 11, SF1 activator 2, TNAP act mid DEA 0.9, Ec RNAP inh 4, M1 agonist 0.65 and NADH enzymes 3%.
For Clc1ccc(Cc2nn3c(-c4ccncc4)nnc3s2)cc1 the results were RORa activator -13, Fluor 339 460 1, M1 antag -0.2, Ecoli tolC -6, SF1 activator 15, TNAP act mid DEA 0.8, Ec RNAP inh 1, M1 agonist 0.019 and NADH enzymes 4%.
For CC/C(=N\O)C(C)(C)/[N+]([O-])=C/c1ccc(Br)cc1 the results were RORa activator 14, Fluor 339 460 1.1, M1 antag 0.38, Ecoli tolC -11, SF1 activator 14, TNAP act mid DEA 0.9, Ec RNAP inh 10, M1 agonist 0.022 and NADH enzymes 0%.
`O=C(c1ccccc1F)N1CCN(c2ccccc2F)CC1` gave RORa activator -4, Fluor 339 460 1.1, M1 antag 0.4, Ecoli tolC 1, SF1 activator -12, TNAP act mid DEA 1, Ec RNAP inh 3, M1 agonist 0.19 and NADH enzymes 5%.
For CCOc1ccc(-c2nc(-c3ccccc3)no2)cc1OCC the results were RORa activator 49*, Fluor 339 460 1.1, M1 antag 0.95, Ecoli tolC -7, SF1 activator 84*, TNAP act mid DEA 0.9, Ec RNAP inh 4, M1 agonist 0.78 and NADH enzymes 3%.
Screening O=C(NCc1ccc(N2CCCC2=O)cc1)c1cn(CCc2ccccc2)nn1 returned RORa activator -15, Fluor 339 460 1.1, M1 antag 0.24, Ecoli tolC 22, SF1 activator -10, TNAP act mid DEA 1, Ec RNAP inh -2, M1 agonist -0.9 and NADH enzymes 1%.
Screening CCOC(=O)N1CCC(NC(=O)c2cc3c(-c4ccc(Cl)cc4)nn(C)c3s2)CC1 returned RORa activator -12, Fluor 339 460 2.1*, M1 antag 0.75, Ecoli tolC -16, SF1 activator -2, TNAP act mid DEA 1, Ec RNAP inh 2, M1 agonist -1.1 and NADH enzymes 8%[fluoresces].
`O=C(NCCN1CCN(c2ccccc2F)CC1)c1cccn2c(=O)c3ccccc3nc12` gave RORa activator 16, Fluor 339 460 3.1*, M1 antag -1.2, Ecoli tolC 13, SF1 activator 28, TNAP act mid DEA 0.9, Ec RNAP inh -1, M1 agonist 6.7* and NADH enzymes 12%.
For Cc1ccc(CNC(=O)c2ccc(NS(=O)(=O)c3c(C)noc3C)cc2)cc1 the results were RORa activator -14, Fluor 339 460 1.2, M1 antag -0.51, Ecoli tolC 29, SF1 activator -8, TNAP act mid DEA 0.9, Ec RNAP inh 3, M1 agonist -0.79 and NADH enzymes 4%.
Screening N#Cc1c(NC(=O)CSc2nnc(-c3ccncc3)n2CC2CCCO2)sc2c1CCCC2 (stereo not drawn) returned RORa activator 15, Fluor 339 460 1, M1 antag -0.33, Ecoli tolC 1, SF1 activator 8, TNAP act mid DEA 0.8, Ec RNAP inh 3, M1 agonist 0.0077 and NADH enzymes 9%.
Screening CN(CCOC(=O)c1ccc2c(c1)OCCO2)Cc1ccccc1 returned RORa activator -4, Fluor 339 460 1.1, M1 antag 0.47, Ecoli tolC -1, SF1 activator 2, TNAP act mid DEA 1, Ec RNAP inh 9, M1 agonist 0.012 and NADH enzymes 6%.
